# HePTP inh: inhibitors of human HePTP phosphatase; recombinant HePTP phosphatase activity, OD absorbance; inhibition, % at 20 µM; 110,000 compounds, 0.64% hits; in the data active = inhibition above about 50%;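 also: plate controls were vehicle for no effect and reference inhibitor for full effect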
# Target sequence (P35236 whole entry, looked up): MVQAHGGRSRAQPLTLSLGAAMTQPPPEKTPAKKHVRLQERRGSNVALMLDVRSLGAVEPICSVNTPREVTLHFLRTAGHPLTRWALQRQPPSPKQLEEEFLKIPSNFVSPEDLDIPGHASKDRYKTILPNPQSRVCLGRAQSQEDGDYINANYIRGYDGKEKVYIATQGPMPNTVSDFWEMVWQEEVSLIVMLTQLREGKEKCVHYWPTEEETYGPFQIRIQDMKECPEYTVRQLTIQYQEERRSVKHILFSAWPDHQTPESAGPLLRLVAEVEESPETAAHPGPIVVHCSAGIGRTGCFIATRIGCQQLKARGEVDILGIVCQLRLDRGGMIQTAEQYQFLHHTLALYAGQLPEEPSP
# BAP1 inh: blocks human BAP1 ubiquitin-AMC hydrolysis; Q92560; recombinant BAP1, Ub-AMC hydrolysis fluorescence kinetic; stronger effect = lower value; activity remaining (% of control), % at 20 µM; 72,000 compounds, 0.48% hits; AID 436;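 active = activity remaining at or below 50% of control, provided the compound also passes the data quality filters; inactive = the rest, including low values that fail the filters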;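 also: 100% = DMSO wells rate and 0% = substrate alone blank rate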
# Target sequence (Q92560 whole entry, looked up): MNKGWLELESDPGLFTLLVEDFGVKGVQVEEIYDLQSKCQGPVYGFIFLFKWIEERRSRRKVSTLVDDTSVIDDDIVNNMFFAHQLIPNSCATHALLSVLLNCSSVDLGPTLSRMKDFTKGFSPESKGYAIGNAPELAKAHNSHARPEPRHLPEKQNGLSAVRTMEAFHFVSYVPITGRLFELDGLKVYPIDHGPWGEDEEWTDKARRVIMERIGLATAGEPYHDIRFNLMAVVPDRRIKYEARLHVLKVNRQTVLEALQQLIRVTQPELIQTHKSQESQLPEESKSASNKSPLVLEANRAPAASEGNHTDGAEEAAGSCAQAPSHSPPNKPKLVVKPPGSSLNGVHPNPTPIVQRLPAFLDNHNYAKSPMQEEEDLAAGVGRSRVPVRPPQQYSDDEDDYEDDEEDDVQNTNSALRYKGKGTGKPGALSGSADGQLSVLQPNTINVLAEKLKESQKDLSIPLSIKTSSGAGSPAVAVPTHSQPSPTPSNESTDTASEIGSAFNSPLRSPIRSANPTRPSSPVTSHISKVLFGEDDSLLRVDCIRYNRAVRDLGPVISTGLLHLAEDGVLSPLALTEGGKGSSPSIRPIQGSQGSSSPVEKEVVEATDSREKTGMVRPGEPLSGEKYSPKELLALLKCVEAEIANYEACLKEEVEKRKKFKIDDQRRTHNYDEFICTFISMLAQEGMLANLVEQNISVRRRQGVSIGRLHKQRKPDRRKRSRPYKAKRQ
# * hit, by the source's call; . = not tested or not shown; & = joins results of further samples. Not a hit list; 0.83% or so of the library scored in one or more.
SMILES,HePTP inh,BAP1 inh
Cc1ccc(N2C(=O)CSC2c2ccc(F)cc2)cc1 (configuration not stated),-1,66
c1ccc(-n2ncc3c(N4CCCC4)ncnc32)cc1,9,67
CCC1(C(=O)O)NC(c2cc(OC)ccc2O)C2C(=O)N(Cc3ccccc3)C(=O)C21 (configuration not stated),-1,93
COc1ccc(N2C(=O)CC(n3c(CCCCO)nc4ccccc43)C2=O)cc1 (configuration not stated),6,56
COC(=O)C1CCN(c2cc(=O)n(-c3ccccc3Cl)c(=O)[nH]2)CC1,3,.
Cc1cc(C)n(CCCNC(=O)c2ccc3c(c2)NC(=O)CS3)n1,12,92
Cc1cc(C)c2oc(-c3ccc(C)c(NC(=O)c4cccc(F)c4)c3)nc2c1,.,61
CCOC(=O)N1CCC(NC(=O)CCc2c(C)nc3ncnn3c2C)CC1,0,98
Oc1ccc(Br)cc1CN1CCN(Cc2ccncc2)CC1,10,.
Cc1cccc(C)c1NC(=O)CCCSc1nnc(-c2ccco2)o1,7,119
O=C(Cc1cccs1)N1CCN(c2nc(-c3ccc(Cl)cc3)cs2)CC1,7,72
CCOC(=O)C(C(=O)OCC)=C1Sc2ccccc2N1C,-11,.
CCOC(=O)N1CCN(C2CC(=O)N(c3ccccc3)C2=O)CC1 (configuration not stated),-12,95
Cc1cccc(-c2c3c(=O)n(C)c(=O)n(C)c3c3c(C)cc(C)nn23)c1,-4,117
Cn1c(-c2ccc(S(=O)(=O)O)s2)nc2ccccc21,-16,.
COc1ccc(NC(=O)C2COc3ccccc3O2)cc1OC (configuration not stated),5,.
CC(=O)N1CCCc2cc(S(=O)(=O)N(CC(C)C)CC(C)C)ccc21,7,111
Cc1ccc(NC(=O)c2ccc3c(c2)C(=O)N(CC2CCCO2)C3=O)cc1C (configuration not stated),8,.
COc1ccc(C2=C(Nc3ccccc3)c3ccccc3C2=O)cc1,5,.
CCCC(=O)N1CCN(Cc2ccccc2)CC1,5,.
Cc1ccccc1CS(=O)(=O)Cc1ccc(C(=O)NCCCN2CCCC2=O)o1,10,124
CCOc1c(NC(=O)c2ccc([N+](=O)[O-])cc2)cc(NC(=O)c2ccc([N+](=O)[O-])cc2)cc1C(N)=O,.,116
CSc1nnnn1-c1cccc(O)c1,8,80
c1ccc(-n2cnc3cc(NCc4ccncc4)ccc32)cc1,10,108

# Taken from the results shown for reference:
SMILES,HePTP inh,BAP1 inh
c1ccc(-n2ncc3c(N4CCCC4)ncnc32)cc1,9,67
CCC1(C(=O)O)NC(c2cc(OC)ccc2O)C2C(=O)N(Cc3ccccc3)C(=O)C21 (configuration not stated),-1,93
COc1ccc(N2C(=O)CC(n3c(CCCCO)nc4ccccc43)C2=O)cc1 (configuration not stated),6,56
COC(=O)C1CCN(c2cc(=O)n(-c3ccccc3Cl)c(=O)[nH]2)CC1,3,.
Cc1cc(C)n(CCCNC(=O)c2ccc3c(c2)NC(=O)CS3)n1,12,92
Cc1cc(C)c2oc(-c3ccc(C)c(NC(=O)c4cccc(F)c4)c3)nc2c1,.,61
CCOC(=O)N1CCC(NC(=O)CCc2c(C)nc3ncnn3c2C)CC1,0,98
Oc1ccc(Br)cc1CN1CCN(Cc2ccncc2)CC1,10,.
Cc1cccc(C)c1NC(=O)CCCSc1nnc(-c2ccco2)o1,7,119
O=C(Cc1cccs1)N1CCN(c2nc(-c3ccc(Cl)cc3)cs2)CC1,7,72
CCOC(=O)C(C(=O)OCC)=C1Sc2ccccc2N1C,-11,.
CCOC(=O)N1CCN(C2CC(=O)N(c3ccccc3)C2=O)CC1 (configuration not stated),-12,95
Cc1cccc(-c2c3c(=O)n(C)c(=O)n(C)c3c3c(C)cc(C)nn23)c1,-4,117
Cn1c(-c2ccc(S(=O)(=O)O)s2)nc2ccccc21,-16,.
COc1ccc(NC(=O)C2COc3ccccc3O2)cc1OC (configuration not stated),5,.
CC(=O)N1CCCc2cc(S(=O)(=O)N(CC(C)C)CC(C)C)ccc21,7,111
Cc1ccc(NC(=O)c2ccc3c(c2)C(=O)N(CC2CCCO2)C3=O)cc1C (configuration not stated),8,.
COc1ccc(C2=C(Nc3ccccc3)c3ccccc3C2=O)cc1,5,.
CCCC(=O)N1CCN(Cc2ccccc2)CC1,5,.
Cc1ccccc1CS(=O)(=O)Cc1ccc(C(=O)NCCCN2CCCC2=O)o1,10,124

# More compounds follow:
SMILES,HePTP inh,BAP1 inh
N#CC(C#N)=CN1CCCc2ccccc21,-1,.
O=C1CC(N2CCN(C/C=C/c3ccccc3)CC2)C(=O)N1CCc1ccccc1 (configuration not stated),9,100
O=C(NC(=S)Nc1ccccc1)c1ccccc1,-6,.
Cc1cc(C)cc(OCC(O)CN2C(=O)NC(C)(C)C2=O)c1 (configuration not stated),4,95
Cc1cc(NC(=O)CSc2ncnc3ccccc23)no1,-4,101
c1ccc(Nc2nc3ccccc3n3cnnc23)cc1,-6,90
O=C1c2ccccc2C(=O)C1c1ccnc2ccccc12,.,67
CCc1ccc(N2CC(C(=O)Nc3nccs3)CC2=O)cc1 (configuration not stated),1,97
Cn1c(SCC(=O)c2ccc3c(c2)OCO3)nnc1C1COc2ccccc2O1 (configuration not stated),1,92
O=C1CCC(=O)N1CNc1cccnc1,3,99
Cc1csc(NC(=O)Nc2ccc(Cl)cc2)n1,12,81
Cc1ccc(S(=O)(=O)NCCNc2ccc(Cl)cc2[N+](=O)[O-])cc1,-1,.
Cc1cc(C)nc(/N=C/c2c(O)n(C)c(=O)n(C)c2=O)n1,-15,.
COc1ccc(OC)c(-c2nnc(SCC(=O)N3CCOCC3)o2)c1,7,90
COc1ccc(NC(=O)C2c3cc(OC)c(OC)cc3C(=O)N(C)C2c2cccnc2)cc1OC (configuration not stated),6,.
COc1ccc(C(=O)/C=C/Nc2ccccc2F)cc1,7,.
Cc1ccc(NS(=O)(=O)c2cc(C(=O)Nc3ccc([N+](=O)[O-])cc3)ccc2C)cc1,.,152
O=C(Cc1cccs1)N1CCN(c2cccc(Cl)c2)CC1,-2,.
CCN1C(=O)C(CC(=O)NC2CCCCC2)N(CC)C1=O (configuration not stated),5,76
Cc1nn(-c2ccccc2)c2sc(C(=O)N(CC(=O)NC3CCCC3)Cc3ccco3)cc12,-6,86
Cc1cc(Br)ccc1OCC(=O)O/N=C(\N)c1ccncc1,4,.
O=C(CCSc1nc(-c2ccc3c(c2)OCO3)cc(C(F)(F)F)n1)NCc1ccco1,-8,.
NS(=O)(=O)c1ccc(CNS(=O)(=O)Cc2ccccc2)cc1,7,.
CCNC(=O)CC1C(=O)N(c2ccc(OC)cc2)C(=O)N1Cc1ccc(OC)cc1 (configuration not stated),9,106
Cc1ccccc1CC1S/C(=N/N=C/c2ccccc2F)NC1=O (configuration not stated),0,.
Cc1nnc(NC(=O)CSc2nnc(CCc3nc4ccccc4[nH]3)n2C)s1,7,102
NS(=O)(=O)c1ccc(N/C=C/C(=O)c2ccc(Cl)c(Cl)c2)cc1,-12,.
O=C(CSc1nc(O)c(C2CCCCC2)c(=O)[nH]1)NCC1CCCO1 (configuration not stated),6,97
CCOc1ccc(C(=O)NCC2CCCO2)cc1 (configuration not stated),2,100
Cc1cccc(-n2ncc3c(NCCc4ccc(S(N)(=O)=O)cc4)ncnc32)c1,3,105
O=[N+]([O-])c1ccc(C=Nc2ccc(Oc3ccccc3)cc2)s1,11,.
O=C(CN1CCN(C(=O)c2ccccc2F)CC1)Nc1ccc(Br)cc1,7,98
CC(=O)Nc1ccc(C(=O)N2CCCc3ccccc32)cc1,5,.
CCOC(=O)CNc1c(-c2ccc(F)cc2)nc2cnccn12,7,.
COc1ccccc1C(=O)Nc1ccc2nn(-c3ccc(F)cc3)nc2c1,7,.
CCOC(=O)c1c(N)sc2c(O)c(Br)ccc12,1,81
O=C(N/N=C/c1nc2ccccc2n1Cc1ccccc1)c1ccccc1,7,.
c1ccc(N2CCN(c3nc4ccccc4n4nnnc34)CC2)cc1,10,60
Cc1ccc(NC(=O)C2C3C=CC4(CN(Cc5cccnc5)C(=O)C24)O3)cc1 (configuration not stated),9,95
Cc1cc(Nc2nc3c(c(=O)n(C)c(=O)n3C)n2C)n(-c2ccc(Cl)cc2)n1,7,.
CCCOc1cccc(C(=O)Nc2sc(C)c(-c3ccc(C)cc3)c2C(=O)OC)c1,-5,.
CCc1nc2ccccc2n1CCC(C)C,11,76
CCOC(=O)c1conc1-c1ccc(N(CC)CC)cc1,-2,.
C=CCc1cc(C)ccc1OCC(O)CN1CCN(c2ccccc2)CC1 (configuration not stated),-17,111
CCCSc1nsc(SCCC)c1C(N)=O,12&2,108
Cc1ccccc1Cn1c(CN2CCN(C(=O)c3ccco3)CC2)nc2c1c(=O)n(C)c(=O)n2C,-1,98
O=C(NCc1ccccc1)C(=O)Nc1cccc2ccccc12,5,.
CCn1c(SCC(=O)Nc2nc(C)cs2)nnc1-c1cccnc1,14,96
Cc1ccc(-c2nnc3n2N=C(c2ccccc2Br)CS3)cc1,-6,86
Cc1cc(OCC(=O)NCc2ccco2)ccc1Br,3,.
COc1cc(C(=O)NCCC2=CCCCC2)cc(OC)c1OC,-4,106
CCOC(=O)NC(Nc1nnc(C)s1)(C(=O)OCC)C(F)(F)F (configuration not stated),2,106
CCOC(=O)c1cccc(NC(=O)C2CCCN(S(=O)(=O)c3c(C)n[nH]c3C)C2)c1 (configuration not stated),-10,95
CC(C)c1ccc(N2C(=O)CSC23C(=O)Nc2ccccc23)cc1 (configuration not stated),10,.
COc1ccc(C2(C(=O)N3CCOCC3)CCOCC2)cc1OC,-5,104
CC(C)c1nnc(NC(=O)c2ccc(N3C(=O)CCC3=O)cc2)s1,-4,99
CCN(CC)c1ccc(NC(=O)/C=C\C(=O)O)cc1,-2,.
O=C(N/N=C/c1ccc(O)c(O)c1)c1ccc(-c2ccccc2)cc1,9,.
COc1cccc(C2CC(c3ccccc3Cl)n3nnnc3N2)c1 (configuration not stated),5,96
Cn1c(NC(=O)c2cccnc2)nc2ccccc21,7,88

# (continued)
SMILES,HePTP inh,BAP1 inh
Cn1cnnc1-c1cccc(NS(=O)(=O)c2ccc(N3CCCC3=O)cc2)c1,.,88
O=C(/C=C/Nc1ccc([N+](=O)[O-])cc1Br)c1ccccc1,6,.
Cc1ccc(N2C(=O)C3C(c4cccc(F)c4)OC4(C(=O)c5ccccc5C4=O)C3C2=O)cc1 (configuration not stated),1,.
CCOC(=O)N1CCN(C(=O)CNC(=O)Cc2ccc(Cl)cc2)CC1,-1,108
COc1cc(-c2ncnn2-c2sc3c(c2C#N)CCCC3)ccc1O,9,.
Cn1c(=O)c2c(nc(NCC3CCCO3)n2Cc2ccc(Cl)cc2)n(C)c1=O (configuration not stated),.,90
N#CCCSc1ccccc1NC(=O)c1ccc(S(=O)(=O)N2CCCC2)cc1,-8,105
CCOc1ccc(C(=O)Nc2cccc(-c3nc4cc(C)ccc4o3)c2)cc1,.,249
COc1ccc([C@@H]2Sc3ccccc3N(CCN(C)C)C(=O)[C@@H]2OC(C)=O)cc1,11,117&89
COc1ccc(C(C)N(C)CCC(c2ccccc2)c2ccccc2)cc1OC (configuration not stated),10,.
O=C1OC(Oc2ccccc2)(c2ccccc2)c2ccccc21 (configuration not stated),4,.
CSCC[C@H](NC(=O)Nc1cccc(C(F)(F)F)c1)C(=O)O,-11,108
CCOC(=O)C1C2C=CC3(CN(Cc4cccs4)C(=O)C13)O2 (configuration not stated),9,100
O/N=C/c1ccc(OCc2ccc(Cl)c(Cl)c2)cc1,-10,.
COc1cc(OC)cc(C(=O)Nc2ccc(-c3nc4ccccc4s3)c(O)c2)c1,4,.
CCOCCOC(=O)CCSc1n[nH]c(=O)[nH]c1=O,5,102
COC(=O)COc1ccc(S(=O)(=O)NC2CCCCCC2)cc1,-2,.
CC1(C)Cc2c(c(N3CCOCC3)nc3sc4c(NCc5ccccc5)ncnc4c23)CO1,9,.
COC(=O)NCc1ccc(S(=O)(=O)N2CCOCC2)cc1,-6,122
CNC(=O)CN1C(=O)C2C3C=CC(C3)C2C1=O (configuration not stated),-2,103
CCOP(=O)(c1ccccc1)C1(C#N)CCCC1 (configuration not stated),2,81
COc1ccc(OC)c2sc(NC(=O)C3CC3)nc12,0,99
CN(CCOc1ccc(C[C@H](Nc2ccccc2C(=O)c2ccccc2)C(=O)O)cc1)c1ccccn1,.,75
CCN1C(=O)/C(=C/c2c(F)cccc2Cl)SC1=S,-11,.

# Reformatted with bars between the fields: 2 of the compounds above
SMILES | HePTP inh | BAP1 inh
O/N=C/c1ccc(OCc2ccc(Cl)c(Cl)c2)cc1 | -10 | .
COc1cc(OC)cc(C(=O)Nc2ccc(-c3nc4ccccc4s3)c(O)c2)c1 | 4 | .

# (further entries)
SMILES,HePTP inh,BAP1 inh
Cc1cccn2c(=O)c(/C=C3\SC(=S)NC3=O)c(NCCCn3ccnc3)nc12,8,.
COc1ccc(-n2nnc3c(=O)n(CC(=O)OCc4ccccc4)cnc32)cc1,1,92
Cc1ccc2nc(NC(=O)c3ccccc3[N+](=O)[O-])sc2c1,.,91
Cc1ccc(-c2cc(C(=O)NC3=NCCS3)c3cc(Br)ccc3n2)o1,16,56
CCOC(=O)C1C(=O)C(C(=O)OCC)C(c2cccnc2)NC1c1cccnc1 (configuration not stated),-1,103
COc1ccc(C(=O)NCc2ccccc2OC)cc1,3,91
COc1ccccc1C/C(N)=N/OC(=O)c1ccccc1Br,6,.
Cc1ccccc1-c1nc(-c2cccnc2)no1,-3,91
CCCOc1ccc(N2C(=O)CC(N3CCC(C(=O)OCC)CC3)C2=O)cc1 (configuration not stated),0&1,103
O=C1CC(c2ccccc2)n2nc(NC(=O)c3cccnc3)nc2N1 (configuration not stated),5,61
CCOc1ccc(N2C(=O)CC(N3CCC(C(N)=O)(N4CCCCC4)CC3)C2=O)cc1 (configuration not stated),-10,186
O=C(c1cccc([N+](=O)[O-])c1)c1ccc2c(c1)C(=O)N(c1ccc(Cl)cn1)C2=O,10,.

# Assay outcomes (PubChem BioAssay)
